# High-throughput results from PubChem.
# AMPAR-TARP mod – modulators of AMPA receptor GluA2-stargazin complexes; O88602+P19491; HEK293 GluA2+stargazin, membrane potential dye (FDSS), glutamate EC50; hits were called plate by plate, in both directions; calls only at 30 µM; hit rate 3.5% among 40,000;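 active = any of four per-well response measures lying three or more SD from its plate-wide compound average, in either direction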
# Target sequence (O88602 whole entry, looked up): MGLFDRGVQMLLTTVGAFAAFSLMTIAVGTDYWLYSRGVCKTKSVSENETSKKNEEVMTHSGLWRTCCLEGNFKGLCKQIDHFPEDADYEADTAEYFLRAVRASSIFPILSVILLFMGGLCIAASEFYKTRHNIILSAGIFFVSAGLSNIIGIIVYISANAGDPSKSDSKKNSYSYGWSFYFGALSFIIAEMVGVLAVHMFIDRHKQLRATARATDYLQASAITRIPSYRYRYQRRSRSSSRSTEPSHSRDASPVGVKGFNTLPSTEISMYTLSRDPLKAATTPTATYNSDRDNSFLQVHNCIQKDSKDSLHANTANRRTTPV
# Target sequence (P19491 whole entry, looked up): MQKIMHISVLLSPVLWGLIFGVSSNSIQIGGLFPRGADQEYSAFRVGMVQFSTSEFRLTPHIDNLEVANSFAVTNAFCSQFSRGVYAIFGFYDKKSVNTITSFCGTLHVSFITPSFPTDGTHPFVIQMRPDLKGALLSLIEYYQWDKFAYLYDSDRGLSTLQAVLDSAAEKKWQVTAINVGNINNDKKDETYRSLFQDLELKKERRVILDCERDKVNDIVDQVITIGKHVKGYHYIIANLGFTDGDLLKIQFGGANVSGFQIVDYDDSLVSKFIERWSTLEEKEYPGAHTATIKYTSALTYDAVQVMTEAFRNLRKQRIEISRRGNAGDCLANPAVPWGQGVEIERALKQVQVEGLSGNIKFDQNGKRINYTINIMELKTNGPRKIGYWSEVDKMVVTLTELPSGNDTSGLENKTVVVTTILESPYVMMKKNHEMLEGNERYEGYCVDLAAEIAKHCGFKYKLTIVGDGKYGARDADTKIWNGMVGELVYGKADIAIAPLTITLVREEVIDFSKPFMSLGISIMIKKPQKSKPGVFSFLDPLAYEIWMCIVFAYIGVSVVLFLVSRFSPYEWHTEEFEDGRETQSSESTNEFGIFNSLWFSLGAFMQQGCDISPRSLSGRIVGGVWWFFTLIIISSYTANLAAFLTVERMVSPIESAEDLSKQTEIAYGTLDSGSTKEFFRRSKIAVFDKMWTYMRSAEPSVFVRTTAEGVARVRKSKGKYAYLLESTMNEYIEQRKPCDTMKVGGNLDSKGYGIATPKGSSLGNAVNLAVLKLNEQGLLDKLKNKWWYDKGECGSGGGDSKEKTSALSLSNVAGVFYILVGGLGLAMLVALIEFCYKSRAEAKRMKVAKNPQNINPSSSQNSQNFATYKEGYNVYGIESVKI
# AMPAR-TARP mod agonism max-min – also measured in AMPAR-TARP mod; calls as there; compound max-min signal; compound-alone response (agonism);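 unitless range of fluorescence divided by baseline over first 100 seconds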
# AMPAR-TARP mod glutamate slope – further read-out of AMPAR-TARP mod, marked with its call; glutamate slope, % of max; measured here: glutamate response slope, % max;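 scaled per plate between vehicle wells and maximal 1 mM glutamate control wells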
# The depositor's hits bear a star; i = inactive; + = active, no number; & = joins results of further samples. Some of the compounds tested. The share of hits here may be higher or lower than overall.
SMILES,AMPAR-TARP mod,AMPAR-TARP mod agonism max-min,AMPAR-TARP mod glutamate slope
Cc1cc(NC(=O)CSc2cc(N3CCOCC3)ncn2)on1,i,0.0856,63.2
O=C(Nc1cc(-c2ccco2)nn1-c1nc2c(c(=O)[nH]1)CCC2)C1CC1,+,0.342*,57.1*
CC(C)Oc1ccc(NS(=O)(=O)c2ccc(N3C(=O)CCS3(=O)=O)cc2)cc1,i,0.102,58.7
COc1ccc(N2CCN(C(=O)Cc3ccc(Cl)cc3)CC2)cc1,i,0.0917,-5.3
Cc1ccc(NC(=O)Cn2ccn(-c3ccc(F)cc3)c(=O)c2=O)c(C)c1,i,0.0972,41.9
COc1ccc2nc(-c3ccc(NS(=O)(=O)c4ccc(F)c(C)c4)cc3)cn2n1,i,0.082,56.3
Nc1c(S(=O)(=O)c2cccs2)c2nc3ccccc3nc2n1CC1CCCO1 (centres undefined),i,0.0996,67.0
Cc1ccc2nc3c(cc(C(=O)N4CCCCCC4)n3Cc3ccccc3)c(=O)n2c1,i,0.055,28.6
Cn1ccnc1N1CCN(C(=O)Cn2cccn2)CC1,i,0.0485,35.4
CCCS(=O)(=O)N1CCc2ccc(NC(=O)c3ccno3)cc2C1,i,0.0921,62.9
CCn1nnc2c(SCc3ccccc3F)ncnc21,i,0.026,7.0
O=C(CSc1c[nH]c2ccccc12)NCC1CCCO1 (centres undefined),i,0.0536,61.4
COc1ccc(S(=O)(=O)N(c2cccc(C)n2)S(=O)(=O)c2ccc(OC)cc2)cc1,i,0.0729,40.0
CCOc1ccccc1OCC(=O)Nc1c(CC)cccc1CC,i,0.0583,75.3
O=C(c1ccccc1)c1ccc(OCC(O)CN2CCN(c3ccc(F)cc3)CC2)cc1 (centres undefined),i,0.11,46.4
Cc1ccc(-c2csc(NC(=O)CCCS(=O)(=O)c3ccc(F)cc3)n2)cc1,i,0.0774,57.8
CCc1nnc(NS(=O)(=O)c2ccc(NC(=O)c3cc(=O)c4ccccc4o3)cc2)s1,i,0.176,75.7
COc1ccc(C(=O)Nc2ccc(N3CCCCC3=O)c(C)c2)cc1OC,i,0.0413,46.5
COc1cc2[nH]c(=O)n(CCCCC(=O)NCCCc3ccco3)c(=O)c2cc1OC,i,0.101,44.1
COCC(=O)N1CCCc2ccc(NC(=O)Cc3ccc(S(=O)(=O)C(C)C)cc3)cc21,i,0.0817,66.7
COC(=O)c1cccc(NC(=O)CNC(=O)C2CCCCC2)c1,i,0.0697,60.4
O=C1CC(c2nc(-c3ccc(C(F)(F)F)cc3)no2)CN1c1cccc(Cl)c1 (centres undefined),i,0.117,71.0
COc1cc(N2CCN(C(=O)c3cccc(Cl)c3)CC2)nc(OC)n1,i,0.112,56.4
CCN(CC)CC(O)COc1cccc2ccccc12 (centres undefined),i,0.0392,59.4
Cc1ccc(S(=O)(=O)CCCC(=O)Nc2sc3c(c2C#N)CCCC3)cc1,i,0.0535,60.7
COc1ccc(N2CCN(C(=O)c3ccc(Cl)cc3Cl)CC2)nn1,i,0.0548,46.6
CCOC(=O)N1CCN(C(=O)c2ccc(S(=O)(=O)N3CCCC3)o2)CC1,i,0.0952,69.3
CCCCC(=O)Nc1sc2c(c1-c1nc3ccccc3s1)CCN(C(C)=O)C2,i,0.0716,32.4
O=C1N(Cc2cccc(F)c2)c2ccccc2S(=O)(=O)N1c1cc(F)ccc1F,i,0.0648,60.4
O=C(Cn1cnc2ccccc21)N1CCC(c2nnc(-c3ccco3)s2)CC1,i,0.0832,60.5
COc1ccc(C(=O)Nc2cccc(N3CCCS3(=O)=O)c2)cc1,i,0.0359,32.0
Cc1cc(C)cc(-n2ccnc(SCC(=O)Nc3c(C)cc(C)cc3C)c2=O)c1,+,0.0311*,13.8*
CCOc1ccc(Nc2c3c(nc4ccc(C)cc24)CCC3)cc1,i,0.0956,5.0
CCN1CCN(CC(O)COC2CC3CCC2(C)C3(C)C)CC1 (centres undefined),i,0.0574,55.0
O=S(=O)(CCOc1ccc(F)cc1)Nc1ccc(F)c(Cl)c1,i,0.191,43.9
CS(=O)(=O)c1ccc2nc(N(CCc3cccs3)C(=O)c3nc4ccccc4s3)sc2c1,i,0.0862,76.2
Cn1nnc2c(N3CCN(C(=O)Cc4ccc(-c5ccccc5)cc4)CC3)ncnc21,i,0.0845,64.4
Cc1cnc2c(c1SCC(=O)NCc1ccc3c(c1)OCO3)c(=O)n(C)c(=O)n2C,i,0.0564,47.5
Cc1ccc(Cl)cc1NC(=O)C(=O)NCCCc1ccc(N(C)C)cc1,i,0.0635,49.4
COc1cc(NS(=O)(=O)c2ccccc2F)ccc1N1CCCCC1=O,i,0.0504,35.3
CCCn1c(=O)c2c(nc3n2CCN3c2ccc(CC)cc2)n(C)c1=O,i,0.163,80.1
Cc1nn(C(C)(C)C)c(OC(=O)c2cccc(C(F)(F)F)c2)c1S(=O)(=O)c1ccccc1,i,0.0989,78.5
O=C(Cc1csc(NC(=O)c2ccc3c(c2)OCO3)n1)Nc1cc2ccccc2oc1=O,i,0.0794,74.1
Cc1ccc2sc(N(CCN(C)C)C(=O)CCCS(=O)(=O)c3ccc(F)cc3)nc2c1C,i,0.119,57.6
CC(C)(C)C(=O)N1CCC2(CC1)NC(=O)N(Cc1ccc(F)cc1)C2=O,i,0.0562,34.7
Cc1nc(NCCNC(=O)Nc2ccccc2)cc(-n2cccn2)n1,i,0.101,61.0
COc1cc(O)c2c(=O)cc(-c3ccccc3)oc2c1,i,0.0523,62.2
O=C(/C=C/c1ccco1)N1CCN(c2ccc(N3CCOCC3)nn2)CC1,i,0.0975,55.1
CN(C1CCCC1)S(=O)(=O)c1ccc(C(=O)Nc2sc3c(c2C(N)=O)CCC3)cc1,i,0.0703,49.4
O=C(/C=C/c1ccccc1)N1CCN(c2ccc(Nc3ccncc3)nn2)CC1,i,0.217,61.0
Cc1nnsc1C(=O)Nc1ccc2c(c1)N(S(=O)(=O)c1ccc(F)cc1)CCC2,i,0.0835,58.0
Cc1ccc(Oc2ccc(NC(=O)C(C)C)cc2)nn1,i,0.0867,56.9
O=C(NCC(O)c1ccsc1)c1cc(=O)c2ccccc2o1 (centres undefined),i,0.103,66.7
O=C1S/C(=C\c2ccccc2[N+](=O)[O-])C(=O)N1c1ccc(F)cc1,i,0.113,61.9
Cc1ncc([N+](=O)[O-])n1CCOC(=O)c1cc2cc(Cl)ccc2oc1=O,i,0.113&0.0698,49.5&107.2
O=c1ccc(-c2ccc(Cl)cc2)nn1CCN1CCCCC1,i,0.0494,38.5
Cc1cccc(S(=O)(=O)NCC2CCN(C(=O)Oc3ccccc3)CC2)c1,i,0.109,63.7
COc1ccc(S(=O)(=O)CCC(=O)N2CCN(c3nc4c(C)ccc(Cl)c4s3)CC2)cc1,i,0.0947,73.7
O=C(c1ccc(=O)n(Cc2cccc([N+](=O)[O-])c2)c1)N1CCCc2ccccc21,i,0.0456,48.9
O=C(NCc1ccccc1Cl)C1CCCN(c2ccc(-n3ccnc3)nn2)C1 (centres undefined),i,0.0689,60.5

# 14 structures from above, arranged by molar mass, rising:
SMILES,AMPAR-TARP mod,AMPAR-TARP mod agonism max-min,AMPAR-TARP mod glutamate slope
COc1cc(O)c2c(=O)cc(-c3ccccc3)oc2c1,i,0.0523,62.2
Cc1ccc(Oc2ccc(NC(=O)C(C)C)cc2)nn1,i,0.0867,56.9
O=C(NCC(O)c1ccsc1)c1cc(=O)c2ccccc2o1 (centres undefined),i,0.103,66.7
O=c1ccc(-c2ccc(Cl)cc2)nn1CCN1CCCCC1,i,0.0494,38.5
Cc1nc(NCCNC(=O)Nc2ccccc2)cc(-n2cccn2)n1,i,0.101,61.0
O=C1S/C(=C\c2ccccc2[N+](=O)[O-])C(=O)N1c1ccc(F)cc1,i,0.113,61.9
CC(C)(C)C(=O)N1CCC2(CC1)NC(=O)N(Cc1ccc(F)cc1)C2=O,i,0.0562,34.7
O=C(/C=C/c1ccco1)N1CCN(c2ccc(N3CCOCC3)nn2)CC1,i,0.0975,55.1
Cc1ncc([N+](=O)[O-])n1CCOC(=O)c1cc2cc(Cl)ccc2oc1=O,i,0.113&0.0698,49.5&107.2
O=C(/C=C/c1ccccc1)N1CCN(c2ccc(Nc3ccncc3)nn2)CC1,i,0.217,61.0
Cc1cccc(S(=O)(=O)NCC2CCN(C(=O)Oc3ccccc3)CC2)c1,i,0.109,63.7
O=C(c1ccc(=O)n(Cc2cccc([N+](=O)[O-])c2)c1)N1CCCc2ccccc21,i,0.0456,48.9
O=C(NCc1ccccc1Cl)C1CCCN(c2ccc(-n3ccnc3)nn2)C1 (centres undefined),i,0.0689,60.5
CN(C1CCCC1)S(=O)(=O)c1ccc(C(=O)Nc2sc3c(c2C(N)=O)CCC3)cc1,i,0.0703,49.4

# Continuation.
SMILES,AMPAR-TARP mod,AMPAR-TARP mod agonism max-min,AMPAR-TARP mod glutamate slope
Cn1cnc2cc(OC(=O)COc3cccc4c3OC(C)(C)C4)ccc21,i,0.124,68.8
CC(C)(C)c1ccc(S(=O)(=O)c2cnc(SCC(=O)Nc3cccc(F)c3)[nH]c2=O)cc1,i,0.132,45.3
O=C(CCc1csc(NC(=O)c2cccs2)n1)Nc1ccc(Cl)nc1,i,0.103,58.5
CCS(=O)(=O)N1CCCc2cc(NS(=O)(=O)c3ccc4c(c3)OCCO4)ccc21,i,0.0608,67.0
O=c1[nH]nc(-c2ccc(N3CCN(Cc4ccccc4)CC3)c([N+](=O)[O-])c2)c2ccccc12,i,0.0403,13.3
COc1ccc2cc(CNc3ccccc3)c(=O)n(CC(=O)Nc3ccccc3OC)c2c1,+,0.0876*,4.4*
COc1ccc(NS(=O)(=O)c2cccc(C)c2)cc1N1CCCC1=O,i,0.0708,38.2
COc1ccc(N2CCN(C(c3cccs3)C(C)NS(=O)(=O)c3ccc(Cl)cc3)CC2)cc1 (centres undefined),+,0.135*,-0.3*
COc1ccc(CCNC(=O)C(=O)c2cn(CC(=O)N3CCCCC3)c3ccccc23)cc1,i,0.0335,53.5
C=CCc1ccc(OCC(O)CN2CCN(c3ccccc3OC)CC2)c(OC)c1 (centres undefined),i,0.0534,56.8
CS(=O)(=O)Nc1cccc(NC(=O)Cn2nnc3ccccc3c2=O)c1,i,0.107,38.8
CC(C)Oc1ccc(C(=O)NCCn2ncc3c(NCc4ccc(F)cc4)ncnc32)cc1,i,0.0878,65.8
CC1CN(c2ccc(F)cc2)c2nc3c(c(=O)n(CC(=O)O)c(=O)n3C)n2C1 (centres undefined),i,0.112,64.6
CC(NC(=O)C(=O)NCCC(O)c1cccs1)c1ccccc1 (centres undefined),i,0.133,47.9
NC(=O)c1ccccc1NC(=O)Cc1csc(Nc2cccc(Cl)c2)n1,i,0.207,66.5
O=C(NCC1(O)CCCC1)c1cccs1,i,0.0961,62.6
CCOc1ccc(NC(=O)Cn2c(=O)n(CCCCC(=O)NCC(C)C)c(=O)c3ccccc32)cc1,i,0.0748,57.5
O=C(NCc1cccs1)C(c1ccccc1)c1ccccc1,i,0.0296,46.2
CCn1nnc2c(=O)n(CC(=O)N3CC(C)OC(C)C3)cnc21 (centres undefined),i,0.12,53.2
COc1ccc(OC)c(C2C(C(=O)c3ccc(C)o3)=C(O)C(=O)N2CCCN(C)C)c1 (centres undefined),i,0.118,44.5
Cn1c(=O)c2c(ncn2CC(=O)N2Cc3nn(C(C)(C)C)c(-n4cccc4)c3C2)n(C)c1=O,i,0.0782,57.0
COc1cccc2cc(C(=O)NCCc3csc(-c4ccc(F)cc4)n3)oc12,i,0.0602,39.8
Nc1nnc(SCC(=O)NC2CCCCCC2)s1,i,0.0321,48.5
CC(=O)c1sc2nc(-c3ccco3)c3c(c2c1N)CCCC3,+,0.103*,11.9*
CS(=O)(=O)c1ccc(CC(=O)N(Cc2ccccn2)c2nc3ccccc3s2)cc1,i,0.0565,45.3
CCNC(=O)NCCN1CCC(c2cccs2)CC1,i,0.0597,59.1
CCOc1ccccc1NC(=O)COC(=O)CCCC1=NS(=O)(=O)c2ccccc2N1,i,0.0311,48.5
COc1ccc(Cl)cc1NC(=O)/C=C/c1ccccc1O,i,0.0747,20.5
Cc1ccc(Nc2ccc(NC(=O)c3c(-c4ccccc4Cl)noc3C)cc2)nn1,i,0.137,50.2
COc1cccc(C(=O)CC2(O)C(=O)Nc3ccc([N+](=O)[O-])cc32)c1 (centres undefined),i,0.102&0.0572,32.8&84.4
CCOC(=O)N1CCN(C(=O)C2CN(c3nc4ccc(OC)cc4s3)C2)CC1,i,0.174,80.0
CC(=O)N1CCN(S(=O)(=O)c2ccc(C(=O)Nc3cccnc3)cc2)CC1,i,0.0998,66.0
CCOC(=O)c1nnn(CC(=O)Nc2ccc(F)c(Cl)c2)c1C(=O)OCC,i,0.103,29.1
COc1ccc(S(=O)(=O)CCC(=O)Nc2nnc(-c3ccc4c(c3)OCCO4)o2)cc1,i,0.0763,63.1
Cc1cc(C(=O)N2CCOCC2)nn1CC(=O)NC(c1ccccc1)c1ccccc1,i,0.1,60.2
COc1ccc(OC)c2sc(N(CCN3CCOCC3)C(=O)/C=C/c3ccccc3)nc12,i,0.232,48.4
CCOC(=O)C1CCCN(C(=O)CCc2c(C)nn(-c3nc(C)cc(=O)[nH]3)c2C)C1 (centres undefined),i,0.136,57.2
CC(C)C(=O)Nc1ccc(SCC(=O)NCCc2ccccc2)nn1,i,0.112,64.4
COc1ccccc1CCNC(=O)C(=O)Nc1ccc(N2CCCCS2(=O)=O)cc1,i,0.107,75.1
O=C(CCc1csc(NC(=O)c2ccc[nH]c2=O)n1)NCc1ccc(F)cc1,+,0.22*,52.5*
O=C(CCc1csc(NS(=O)(=O)c2ccccc2)n1)N1CCN(C(=O)c2ccco2)CC1,i,0.0765,58.5
CCSc1ccc(C(=O)N(CCN2CCOCC2)c2nc3ccc(OC)cc3s2)cc1,i,0.0445,66.2
COc1ccc(C(=O)N2CCN(c3ncnc4c3nnn4-c3ccc(C)cc3)CC2)cc1OC,i,0.0361,42.4
